Source: PubChem
Integrin act MD = qHTS for Activators of Integrin-Mediated Alleviation for Muscular Dystrophy; AID 624291, 2012; Potency, µM (series often up to 38.3 µM), for the others: at the highest dose activation, hits mostly activators; 0.064% of 350,000 active; alpha7betagal myoblasts, beta-gal FDG fluorescence, 48 h;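 further: potency means the concentration at half of the fitted maximal effect; 100% = response of the positive control SU9516; nearly all actives have a fitted effect of over 60% in size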
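alpha7betagal+/- myoblasts (passage 13, 250/well) treated 48 h at 37C with compounds at 1:260 dilution of DMSO stock. Lysed, then beta-galactosidase activity read as FDG fluorescence (ex 480/em 540) after 30 min, with pre-read for autofluorescence.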
S-ASM inh = Inhibitors of Secretory Acid Sphingomyelinase (S-ASM): qHTS; Sphingomyelin phosphodiesterase (Homo sapiens), P17405; placental ASM, HMU-PC fluorogenic substrate, 60 min; Potency, µM (titrated, usually from 57.5 µM), inactives show top-dose activity change, negative = inhibition, hits mostly inhibitors; 0.006% of 340,000 active; AID 504937, 2011; further: potency means the concentration at half of the fitted maximal effect
Target sequence (P17405 47-631 limits assumed): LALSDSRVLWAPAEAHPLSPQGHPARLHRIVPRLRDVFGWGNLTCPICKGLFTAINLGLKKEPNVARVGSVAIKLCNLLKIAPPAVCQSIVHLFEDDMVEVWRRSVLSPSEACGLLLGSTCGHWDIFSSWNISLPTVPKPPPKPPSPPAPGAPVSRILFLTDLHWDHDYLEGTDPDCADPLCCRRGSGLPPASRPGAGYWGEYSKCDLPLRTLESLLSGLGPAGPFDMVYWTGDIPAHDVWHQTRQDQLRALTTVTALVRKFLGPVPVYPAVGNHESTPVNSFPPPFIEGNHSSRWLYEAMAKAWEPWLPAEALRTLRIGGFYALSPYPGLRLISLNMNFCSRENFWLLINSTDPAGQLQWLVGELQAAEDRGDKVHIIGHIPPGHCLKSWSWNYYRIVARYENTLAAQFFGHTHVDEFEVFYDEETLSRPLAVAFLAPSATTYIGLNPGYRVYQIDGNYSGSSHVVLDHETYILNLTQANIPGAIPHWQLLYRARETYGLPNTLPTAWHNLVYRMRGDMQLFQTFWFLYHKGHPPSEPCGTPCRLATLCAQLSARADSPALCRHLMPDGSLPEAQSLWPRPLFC
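Fluorescence read-out (Ex 386 nm, Em 447 nm) after stopping the reaction at pH 10. Enzyme: ASM from human placenta; substrate HMU-PC0, 9 uM final; 60 min, 37 °C. Compound preincubation 10 min, ambient temperature.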
A-T KAP1 phos = qHTS Assay for Identifying a Potential Treatment of Ataxia-Telangiectasia; […] A-T fibroblasts, KAP-1 phosphorylation AlphaLISA; neocarzinostatin DNA damage 30 min before lysis; Potency, µM (highest dose often 57.5 µM), for inactives: at the highest dose activation, most hits filed as activators; 0.19% of 320,000 active; further: potency means the concentration at half of the fitted maximal effect; % of control where 0% means no effect; nearly all actives have a fitted effect of over 45% in size
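ATM-like activity read as KAP-1 phosphorylation via AlphaLISA donor/acceptor antibody pairs after lysis and 6 hr at 25C. Cells were ATM-null patient fibroblasts ([…], hTERT), dosed 60 min, then exposed to the DSB inducer NCS for 30 min.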
CXXC DNA block = qHTS Fluorescence Polarization Assay for Inhibitors of MLL CXXC domain - DNA interaction; Histone-lysine N-methyltransferase 2A (Homo sapiens), Q03164; MLL-CXXC / FITC-HOXA9 DNA fluorescence polarization; Potency, µM (series often up to 115 µM), for inactives: at the highest dose activity change, negative = inhibition, hits mostly inhibitors; 0.037% of 290,000 active; AID 2662, 2010; active means well fitted inhibition curve with a large enough effect in the polarisation, with a control signal flat, not every such curve was filed as active; inconclusive means small, poorly fitted or top-dose-only effect, or effect the other way, or a change in a side signal; inactive means no such curve, though single readings can be large or run the other way; the % refers to the polarisation; further: potency means the concentration at half of the fitted maximal effect
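Fluorescence polarization: 7 uM MLL-CXXC (stock) preincubated 5 min with compounds, then 50 nM fluorescein-HOX-A9 DNA (stock) added; 30 min ambient. Buffer 50 mM Tris-HCl pH 7.5, 50 mM NaCl, 1 mM DTT, 0.05% BSA.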
Menin MLL FP TR = qHTS Assay for Inhibitors Targeting the Menin-MLL Interaction in MLL Related Leukemias: Competition With Texas Red Labeled MLL-derived Mutant Peptide. O00255. Menin + Texas Red MLL mutant peptide, fluorescence polarization. Potency, µM (titrated, usually from 61.6 µM), for the others: at the highest dose FP activity change, negative = inhibition, most hits filed as inhibitors. 0.23% of 270,000 active. AID 1768, 2009; active means well fitted inhibition curve with a large enough effect in the polarisation, with a control signal flat, not every such curve was filed as active; inconclusive means small, poorly fitted or top-dose-only effect, or effect the other way, or a change in a side signal; inactive means no such curve, though single readings can be large or run the other way; the % refers to the polarisation; further: potency means the concentration at half of the fitted maximal effect; % of control where 0% means no effect; many of its hits are not listed in these tables
MBNL1 CUG block = qHTS Assay for Inhibitors of MBNL1-poly(CUG) RNA binding | Muscleblind-like protein 1 (Homo sapiens), Q9NR56 | TR-FRET MBNL1-His/biotin-(CUG)12 binding, 665/545 ratio | Potency, µM (top dose mostly 57.5 µM), for the others: at the top dose activity change, negative = inhibition, hits mostly inhibitors | 0.036% of 280,000 active | AID 2675, 2010; active means well fitted inhibition curve with a large enough effect in the signal ratio, with a control signal flat, not every such curve was filed as active; inconclusive means small, poorly fitted or top-dose-only effect, or effect the other way, or a change in a side signal; inactive means no such curve, though single readings can be large or run the other way; the % refers to the signal ratio; further: potency means the concentration at half of the fitted maximal effect; on the % scale 0 is the no-effect control and ±100 the full control effect
Target sequence (Q9NR56 whole entry, looked up): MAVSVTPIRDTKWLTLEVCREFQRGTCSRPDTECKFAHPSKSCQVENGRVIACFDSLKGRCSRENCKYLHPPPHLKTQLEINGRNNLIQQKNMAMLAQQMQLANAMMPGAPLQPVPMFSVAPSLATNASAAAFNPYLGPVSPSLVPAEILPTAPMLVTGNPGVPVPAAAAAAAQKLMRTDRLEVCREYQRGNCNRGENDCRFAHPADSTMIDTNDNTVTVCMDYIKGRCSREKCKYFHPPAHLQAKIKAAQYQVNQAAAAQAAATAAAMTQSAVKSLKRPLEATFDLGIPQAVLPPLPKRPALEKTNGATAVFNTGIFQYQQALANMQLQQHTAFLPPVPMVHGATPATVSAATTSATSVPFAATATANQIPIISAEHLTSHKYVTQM
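MBNL1-His + Biotin-(CUG)12, cpd titration 92 nM–58 uM; Tb anti-His Ab 0.055 ng/ul, SA-XL665 5 nM (final); 60 min RT; ratiometric 665/545 nm, Ex 340 nm; normalized to buffer and full-complex controls.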
Mito fusion act = qHTS Assay for Small Molecule Inhibitors of Mitochondrial Division or Activators of Mitochondrial Fusion; 0.23% of 320,000 active; S. cerevisiae fusion-defective mutant growth rescue, CellTiterGlo 48 h; AID 485298, 2010; Potency, µM (top dose mostly 46.1 µM), without a hit: at the highest dose growth rescue (activation), usual class: activators;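 further: potency means the concentration at half of the fitted maximal effect; % of control where 0% means no effect; nearly all actives have a fitted effect of over 45% in size; temperature-sensitive fusion mutants such as fzo1-1 at 37 °C on non-fermentable ethanol glycerol medium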
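Compounds are tested for their ability to restore growth of mitochondrial fusion-defective yeast strains at non-permissive 37C in YPEG medium over 48 hours. Viability is quantified by luciferase luminescence.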
TCR activator = Activators of T cell receptors: qHTS campaign. 330,000 tested, under 10 active. AID 504894, 2011. primary human leukocytes, anti-CD3, IL-2 HTRF, 48 h. Potency, µM (series often up to 9.22 µM), for inactives: at the top dose activation of IL-2 secretion, usual class: activators; further: % of control where 0% means no effect
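Using a-CD3 beads without co-stimulation, primary human leukocytes were exposed to compounds for 48 hr. An HTRF IL-2 kit measured the cytokine, with europium-to-d2 energy transfer producing emission at 665nm upon 320nm excitation.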
PTAP TSG101 blk = qHTS Assay for Iinhibitors of HIV-1 Budding by Blocking the Interaction of PTAP/TSG101. Fluorescence polarization, FITC-PTAP peptide / Tsg101 binding. Potency, µM (titrated, usually from 115 µM), without a hit: at the highest dose activity change, negative = inhibition, usual class: inhibitors. 340,000 tested, under 10 active. AID 493005, 2010; active means well fitted inhibition curve with a large enough effect in the main read-out, with a control signal flat, not every such curve was filed as active; inconclusive means small, poorly fitted or top-dose-only effect, or effect the other way, or a change in a side signal; inactive means no such curve, though single readings can be large or run the other way; further: potency means the concentration at half of the fitted maximal effect; % of control where 0% means no effect
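Tsg101 binding domain (10 uM final) was mixed with compound and a FITC-labeled PTAP peptide (50 nM final) in HEPES pH 7.5 buffer with NaCl, Tween 20, EDTA and TCEP; fluorescence polarization was read after 20 min at r.t.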
TSHR antag = Antagonists of the Thyroid Stimulating Hormone Receptor: HTS campaign. Thyrotropin receptor (Homo sapiens), P16473. TSHR-expressing cells, TSH-stimulated cAMP HTRF, 2 h; hits give low values. activity change, negative = inhibition, % at 11.5 µM. 0.2% of 330,000 active. AID 504810, 2011;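 active means activity change below a set negative limit, meaning inhibition stronger than a set level, cut at about -70% in these data; inconclusive means activity change between two set negative limits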; further: on the % scale 0 is the no-effect control and ±100 the full control effect
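TSHR-expressing cells were treated with compounds, then stimulated with TSH at EC80 (4nM final) for 2 hours at 37 deg C. Cellular cAMP was measured by HTRF competition between lysate cAMP and cAMP-d2 for a cryptate-labelled anti-cAMP antibody.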
An asterisk follows results filed as active; ? = inconclusive; nt = not tested or not shown; [ ] = another dose, or the depositor's remark. Unless noted, the call rests on the fitted dose curve; in most records, active means well fitted curve in the direction sought with a large enough effect; inconclusive means small, poorly fitted or top-dose-only effect, or another doubt; inactive means no such curve, though single readings can be large; an effect the other way counts as inactive or inconclusive.

SMILES | Integrin act MD | S-ASM inh | A-T KAP1 phos | CXXC DNA block | Menin MLL FP TR | MBNL1 CUG block | Mito fusion act | TCR activator | PTAP TSG101 blk | TSHR antag
O=C(Nc1cccc2ccccc12)c1ccccc1Cl | -18% | -2% | 17% | 7% | 1% | 3% | -8% | 4% | -3% | -6
Nc1nc(SCC(=O)Nc2ccccc2)[nH]c(=O)c1-c1ccccc1 | ? | 5% | nt | 1% | -1% | -4% | -1% | -1% | -12% | 4
CCCCCCC(=O)N1CCN(c2cc3c(cc2F)c(=O)c(C(=O)O)cn3CC)CC1 | ? | 5% | nt | nt | nt | nt | nt | -3% | -10% | nt
O=C(Nc1nc2ccc(F)cc2s1)C1CCN(S(=O)(=O)c2cc([N+](=O)[O-])ccc2Cl)CC1 | -34%[inhibitor] | -4% | -4% | 5% | ? | nt | 29% | 3% | -1% | -92*
O=C(COC(=O)Cc1ccsc1)Nc1ccc(Cl)c(S(=O)(=O)N2CCOCC2)c1 | -11% | -1% | -4% | -2% | ? | -15% | -4% | -4%[46.1 µM] | 0% | 24
Cc1ccc(/C=N/N(C)C2=NS(=O)(=O)c3ccccc32)o1 | nt | nt | 9% | 24% | ? | -1% | 0% | nt | nt | -5
O=C1c2cccc([N+](=O)[O-])c2C(=O)N1c1c[nH]c(=O)[nH]c1=O | 12% | 4% | 4% | -6% | 14% | ? | -5% | -5% | -5% | -2
Cc1nn(-c2ccccc2)c2sc(C(=O)OCc3nnc(-c4ccccc4)o3)cc12 | 13% | -13% | 1% | 0% | 4% | -1% | -1% | 6% | -5% | 10
CCS(=O)(=O)N1CCC(C(=O)NCc2ccccc2OC)CC1 | 7% | 5% | 4% | -28% | 24% | 5% | -1% | 2% | -3% | 3
O=C(COc1cc(F)ccc1[N+](=O)[O-])NCCCc1ccccc1 | -4% | -1% | -3% | 16% | -2% | 7% | -6% | -31% | -2% | -10
CCOc1cc(NS(=O)(=O)c2ccc(NC(C)=O)cc2)c(OCC)cc1NC(=O)c1cccs1 | -2% | -6% | -3% | 3% | 17% | nt | -6% | -3% | 1% | 4
Cc1[nH]n(-c2ccc([N+](=O)[O-])cc2)c(=O)c1C=NCCN1CCN(C(=O)c2ccccc2)CC1 | 6% | -14% | -3% | -7% | 9% | 15% | -5% | -2% | 4% | 3
O=C(CCN1C(=O)c2ccccc2C1=O)NCc1ccncc1 | 2% | 0% | -2% | -4% | 28% | 2% | 0% | 0% | -7% | -35
CC1CN(C(=S)c2cccc([N+](=O)[O-])c2)CC(C)O1 (centres undefined) | -9% | 4% | -2% | -3% | 1% | 9% | 0% | -3% | -2% | -1
CCCCn1c(N)c(N(CCC(C)C)C(=O)c2cccc(N3C(=O)c4ccccc4C3=O)c2)c(=O)[nH]c1=O | 13% | 4% | nt | nt | nt | nt | nt | -3% | -1% | nt
Cn1cnnc1SCC(=O)Nc1ccccc1F | -28% | -4% | 3% | -5% | -22% | 0% | -1% | 1% | 0% | 1
CCCCC[C@H]1CN(Cc2ccc(OC)cc2)C(=O)[C@@H]1CC(=O)NCc1ccccc1 | 13% | -7% | 1% | -2% | -23% | -1% | 9% | -4% | -1% | -2
O=C(COC(=O)/C=C/c1cccc(F)c1)Nc1cccc(S(=O)(=O)NC2=NCCCCC2)c1 | 8% | -6% | 4% | nt | nt | nt | nt | 6% | -3% | -1
CSc1ccc(/C=N/NC(=O)c2ccc(-n3cnnn3)cc2)cc1 | 8% | 19% | -2% | nt | nt | nt | -1% | nt | -3% | 1
CCOC(=O)c1cc(NC(=O)c2ccc(OC)cc2)c(=O)oc1-c1ccccc1 | 14% | -6% | 0% | -4% | -4% | 11% | -1% | 0% | 2% | -15
CCc1ccccc1NC(=S)N=Nc1c(O)n(C)c2ccc(S(=O)(=O)N3CCOCC3)cc12 | -39%[inhibitor] | -15% | -10% | 17% | 19% | 4% | 11% | -2% | 0% | -7
S=c1[nH]cc(-c2ccccc2)n1-c1ccccc1 | -24% | 2% | -1% | -1% | ? | -12% | -5% | -4% | -3% | -17
Cn1nc(C(F)(F)F)c(C#N)c1N1CCN(c2ccccc2F)CC1 | ? | -3% | nt | -4% | 3% | 3% | 2% | -13% | 1% | nt
Cc1ccc(S(=O)(=O)c2cc(C#N)c(=O)[nH]c2N)cc1 | 1% | 41%[activator] | -2% | 2% | nt | -2% | 1% | 3% | 6% | -5
Cc1ccc(S(=O)(=O)NCc2ccccc2)cc1C(=O)NC1CCC(C)CC1 (centres undefined) | ? | 4% | 0% | 2% | nt | -5% | -3% | 1% | -5% | -7
COc1ccc(C(CNC(=O)c2ccc(Cl)s2)N2CCOCC2)cc1 (centres undefined) | 0% | 3% | -11% | nt | nt | nt | 1% | nt | 0% | -4
O=C1NN(c2ccc(Cl)c(Cl)c2)C(=O)/C1=C/c1ccc(-c2ccccc2C(=O)O)o1 | ? | -12% | -31% | -11% | ? | 4% | -1% | -2% | -15% | -4
CCC(CC)C(=O)Oc1c(C(=O)N(C)C)cccc1-c1ccccc1 | 1% | 1% | nt | nt | nt | nt | nt | 0% | -5% | nt
CN(C(=O)CCc1nnc(-c2ccc(-c3ccccc3)cc2)o1)C1CCOCC1 | -38% | -2% | 7% | 12% | nt | 1% | 6% | 3% | -7% | -12
COc1ccc(OC)c(-n2c(=S)[nH]c3c(sc(=S)n3-c3ccccc3C)c2=O)c1 | 3% | 5% | -4% | -9% | ? | 1% | 5%[9.22 µM] | -2% | -3% | -2
COc1cc(/C=N/O)ccc1OCc1ccc(C(=O)O)cc1 | -13% | 0% | nt | 7% | 1% | 14% | 0% | -5%[46.1 µM] | -6% | -9
O=C(NCc1cccnc1)c1ccc(S(=O)(=O)N2CCOCC2)cc1 | 2% | 0% | 9% | 9% | 14% | -4% | -1% | -5% | -6% | 4
Cc1ccc(NC(=O)Cn2c(=O)n(CCC(=O)NC3CCN(Cc4ccccc4)CC3)c(=O)c3ccccc32)cc1 | -10% | 0% | 5% | 1% | -1% | -4% | 1% | 0% | -2% | -1
CCC(Sc1nc2cc(OC)c(OC)cc2c(=O)n1CCc1ccc(S(N)(=O)=O)cc1)C(=O)NCCOC (centres undefined) | -21% | 1% | -5% | 1% | -8% | -8% | -2% | 3% | 3% | -17
Cc1ccc2oc(=O)cc(CN3CCCCC3)c2c1 | 4% | 2% | 10% | ? | -11% | 1% | 1% | 3% | -2% | -2
CCOC(=O)c1ccc(NC2=CC(=O)C(=O)c3ccccc32)cc1 | -24% | -10% | 13% | -6% | ? | -12% | 4% | 1% | 2% | -10
O=C(c1ccc(Cl)c(Cl)c1)N1CCOCC1 | 8% | 3% | 4% | -5% | -1% | -2% | -4% | -3%[46.1 µM] | -5% | 5
O=C(O)COc1ccccc1/C=N/NC(=O)CSc1nc2ccccc2c(=O)n1-c1ccc(Cl)cc1 | 2% | -6% | -6% | 8% | nt | -4% | -1% | 2% | -5% | -5
CCc1noc(C)c1C(=O)N1CCN(S(=O)(=O)c2ccc(Cl)cc2)CC1 | -3% | 3% | 4% | nt | nt | nt | -1% | -7% | -2% | -2

Part of the list above, with tabs.
Compound	Integrin act MD	S-ASM inh	A-T KAP1 phos	CXXC DNA block	Menin MLL FP TR	MBNL1 CUG block	Mito fusion act	TCR activator	PTAP TSG101 blk	TSHR antag
CCOC(=O)c1ccc(NC2=CC(=O)C(=O)c3ccccc32)cc1	-24%	-10%	13%	-6%	?	-12%	4%	1%	2%	-10
O=C(NCc1cccnc1)c1ccc(S(=O)(=O)N2CCOCC2)cc1	2%	0%	9%	9%	14%	-4%	-1%	-5%	-6%	4

An excerpt, so the mix of outcomes need not match the whole.
